Screens as filed in PubChem BioAssay.
Peg3 prom inh = reduces Peg3 promoter-driven luciferase expression in HeLa; HeLa PEG-Prom luciferase reporter, luminescence, overnight; inhibition, % at 20 µM; 360,000 compounds, 1.7% hits; AID 588405;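 active = inhibition of at least 50% at 20 µM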
hiPSC survival = enhancers of human iPSC single-cell survival; 360,000 compounds, 0.044% hits; survival enhancement, % at 20 µM; hiPSC single-cell survival, ATPlite luminescence; 100% = ROCK inhibitor wells, 0% = DMSO; in the data active = survival enhancement above about 18%;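 also: cells exposed to compounds for 16 hours before the ATP read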
Shn3 inh set2 = inhibitors of Schnurri-3 3'UTR reporter in osteoblasts | Clone20 osteoblast Shn3 3'UTR firefly luciferase, 24 h | inhibition, % at 12.5 µM | 360,000 compounds, 0.52% hits | AID 588674;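 active = mean inhibition of at least 75% with every replicate also reaching 75%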;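 also: 0% = median of neutral control wells and 100% = pilot-screen positive control compound; some compounds past the cut are filed as inactive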
TWEAK Fn14 block = inhibitors of TWEAK-Fn14 interaction signaling; TWEAK-stimulated Fn14 reporter cells, luciferase luminescence, 8 h; inhibition, % at 10 µM; 360,000 compounds, 2% hits; in the data active = inhibition above about 50%
HIF-2a block = HIF-2a inhibition; 786-0 RCC cells HIF-2a reporter, luciferase luminescence, overnight; inhibition, % at 18.8 µM; 360,000 compounds, 0.72% hits; AID 624352;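 active = inhibition of the luminescence signal of 40% or more relative to plate controls, in a single-dose primary screen at 18.75 µM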
NR2E3 ag-1 = activates human NR2E3 receptor. 360,000 compounds, 0.35% hits. inhibition of corepressor binding, % at 3.98 µM. AID 602229. CHO-S Gal4-NCOR/VP16-NR2E3 two-hybrid, luciferase. Q9Y5X4;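 active = inhibition above the mean of all tested compounds plus 3 SD, cut at about 70% in these data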;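 also: 0% = DMSO with NR2E3 transfected cells and 100% = cells lacking NR2E3 construct; higher means lower luciferase signal from less NR2E3 corepressor binding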
Target sequence (Q9Y5X4 whole entry, looked up, the tested form may be a part): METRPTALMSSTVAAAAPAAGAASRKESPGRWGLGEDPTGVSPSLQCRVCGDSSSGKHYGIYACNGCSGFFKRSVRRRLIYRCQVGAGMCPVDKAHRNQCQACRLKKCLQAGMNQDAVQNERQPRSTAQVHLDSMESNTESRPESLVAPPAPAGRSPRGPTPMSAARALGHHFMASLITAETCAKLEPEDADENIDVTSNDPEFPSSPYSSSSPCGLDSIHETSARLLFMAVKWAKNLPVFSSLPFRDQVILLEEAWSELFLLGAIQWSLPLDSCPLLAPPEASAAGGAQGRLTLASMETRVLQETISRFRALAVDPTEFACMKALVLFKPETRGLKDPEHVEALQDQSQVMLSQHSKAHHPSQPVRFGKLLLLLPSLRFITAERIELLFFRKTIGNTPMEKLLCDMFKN
CF NFkB block = blocks PAF-induced NF-kB reporter in cystic fibrosis cells; KKLEB NF-kB-GFP reporter, GFP fluorescence overnight; inhibition, % at 5 µM; 360,000 compounds, 0.86% hits;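 active = at least 50% inhibition at 5 µM, scaled per plate between neutral and stimulator controls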;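 also: PAF is a Pseudomonas aeruginosa culture filtrate used as stimulus; plate controls were PAF-stimulated DMSO wells for no effect and unstimulated DMSO wells for full effect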
aDG glyco act = alpha-DG glycosylation activation; Pro5-aDG cells, alpha-DG glycosylation AlphaScreen (IIH6); 0% Pro5, 100% B10-LARGE cell signal; AID 624168; 360,000 compounds, 0.22% hits; activation, % at 10 µM;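 active = activation of at least 8% versus controls, or a plate z-score of at least 8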;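 also: Pro5 are CHO cells carrying HIG-tagged alpha-DG that lacks glycosylation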
MITF TRPM1 inh = MITF TRPM1 promoter inhibition in SK-MEL-5 cells | SK-MEL-5 TRPM1 promoter luciferase, 24 h | inhibition, % at 12.5 µM | 330,000 compounds, 0.83% hits;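 active = mean inhibition across replicates of 60% or more, whatever share of single replicates reaches that level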; also: values of inactives mirror those of a sister screen read the other way
NR2E3 ag-2 = activates human photoreceptor nuclear receptor NR2E3 | Q9Y5X4 | GST-NR2E3/biotin-RetCOR TR-FRET, 1536-well | inhibition of corepressor binding, % at 4.78 µM | 320,000 compounds, 0.12% hits | AID 2300;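 active = percent inhibition above the cutoff of mean plus 3 SD of all tested compounds, set per screening campaign, cut at about 20% in these data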;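 also: 0% = DMSO wells and 100% = biotin wells as full block of FRET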
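System: GST-tagged NR2E3 plus biotinylated RetCOR corepressor; Buffer or medium: pH 7.5 Tris-based buffer; Probe or stimulus: RetCOR corepressor, biotinylated, 7 nM; Doses: compound at 4.8 µM, single dose; Schedule: 5 h incubation at 4 °C; Technique: time-resolved FRET; Evaluation: percent inhibition of TR-FRET ratio; Replication: one well per compound, singlicate testing.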
KKLEB tox = reduces viability of KKLEB cystic fibrosis airway cells; KKLEB CF airway cells viability, ATPlite luminescence, overnight; hits give low values; cells stimulated with P. aeruginosa culture filtrate; 360,000 compounds, 0.36% hits; AID 602141; activity change (cytotoxicity), % at 5 µM;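 active = corrected activity change at or below -50% at 5 µM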
Active calls of the source: *; i = inactive; · = not tested or not shown.

compound,Peg3 prom inh,hiPSC survival,Shn3 inh set2,TWEAK Fn14 block,HIF-2a block,NR2E3 ag-1,CF NFkB block,aDG glyco act,MITF TRPM1 inh,NR2E3 ag-2,KKLEB tox
COc1cccc(OC)c1C(=O)Nc1ccccc1Sc1ccccc1,23,1.4,25,-9,18,-11,6,0.1,·,-3,-7
OC(c1ccc(F)cc1)c1ncc(-c2ccc3ccccc3c2)[nH]1 (centres undefined),-242,-1.0,-22,4,-242,-59,-24,1.2,·,·,-3
N=c1c2c3c(sc2ncn1CCN1CCOCC1)CCCC3,2,-1.0,11,-10,-5,-12,-5,0.4,0,0,5
COC1CCCN(C(=O)c2cccc(OC3CCN(S(=O)(=O)N(C)C)CC3)c2)C1 (centres undefined),-15,-0.3,5,-1,-31,3,-14,0.2,-9,2,3
CCN(C(=O)c1cc([N+](=O)[O-])ccc1NCc1cccnc1)c1ccccc1,12,0.8,19,18,12,-1,2,0.0,14,-1,-16
COC(=O)C1(C(F)(F)F)N=C2Sc3ccccc3N2C(N2CCOCC2)=N1 (centres undefined),-10,1.1,4,-17,11,-9,-18,-0.2,-5,0,-4
COc1ccc(-c2nn(-c3ccccc3)cc2/C=C/C(=O)NCCCn2ccnc2)cc1OC,12,-0.7,28,-6,-6,-23,5,-0.4,1,-2,2
C=C(C)c1cccc(C(C)(C)NC(=O)Nc2cc(C)ccc2OC)c1,3,-1.4,14,13,16,-13,-4,0.0,-4,0,-1
O=C(N/N=C/c1ccco1)c1ccc(NC(=O)c2ccc(Cl)cc2)cc1,-7,0.1,1,-3,9,-3,-5,-0.1,0,3,10
Cc1nn(C)c(Cl)c1C(=O)NCC(=O)Nc1ccc(C(C)C)cc1,-1,-0.4,5,6,8,-9,6,1.1,-2,1,1
CN(CC(=O)Nc1ccc(F)c(F)c1F)C(=O)C1(c2ccccc2)CC1,14,1.0,19,-7,23,-34,14,0.0,·,·,-8
CCOc1ccc(N=C2NC(=O)S/C2=C\c2ccc(Cl)cc2)cc1,9,-1.2,14,-19,14,6,-2,-0.4,12,1,17
Cc1onc(-c2c(F)cccc2Cl)c1C(=O)OCC(=O)c1c[nH]c2ccccc12,22,0.5,17,58*,17,-17,6,0.1,19,2,-2
COc1ccc(CCNC(=O)Cn2cccc2C(=O)c2ccccc2C)cc1OC,33,-0.2,5,26,18,12,12,0.2,4,-1,-6
Cc1noc(C)c1C(=O)OCC(=O)Nc1ncc(C(F)(F)F)cc1Cl,24,-0.2,4,10,4,-2,-2,0.2,-8,·,8
COC(=O)N1CCc2c(sc(NC(=O)C3COc4ccccc4O3)c2C(N)=O)C1 (centres undefined),-241,1.6,-90,18,-169,-36,15,-0.1,-72,-2,-10
Cc1ccccc1OCC(=O)NNC(=O)C1CCN(c2ncnc3sc(C)c(C)c23)CC1,29,-0.4,29,45,32,-11,10,0.0,15,0,-23
Cc1ccc(C2=NS(=O)(=O)N(C)C(C(=O)NCc3ccc(F)cc3)=C2)cc1,16,-0.3,6,-34,1,-46,15,0.3,1,6,-13
COc1ccc(OC(C)C(=O)NCC2CCCO2)cc1 (centres undefined),-2,-0.4,6,-5,9,-32,22,-0.2,-4,0,-11
COCCn1c(=O)[nH]c2cc(C(=O)Nc3cccc(C(C)=O)c3)ccc2c1=O,7,1.2,-9,31,11,-40,6,0.1,-9,2,5
CCCn1c2ccccc2c2cnn(CC(=O)NCCCN3CCCCC3)c(=O)c21,-13,0.1,-22,2,15,2,-3,-0.4,-24,-5,-10
NC(=NCCc1ccccc1)NS(=O)(=O)c1cccs1,-3,6.6,7,-6,16,5,10,0.3,9,4,-5
CC(=Cc1ccccc1)C=C1SC(=S)N(CCCC(=O)Nc2ccc(C(=O)O)cc2)C1=O,-122,0.4,-32,64*,-23,7,16,-0.3,·,·,22
Cn1c(=O)c(C(=O)NCCO)c(O)c2ccccc21,-14,2.0,-7,-10,-32,-43,9,-0.2,-24,2,-9
CCOc1ccc(NC(=O)C(=O)N/N=C/c2cccnc2)cc1,16,3.5,-6,-5,7,-25,1,-0.1,-25,2,-12
COc1ccccc1NS(=O)(=O)c1cccc(C(=O)N2CCCCCC2)c1,5,1.5,11,6,-1,2,5,0.0,-9,·,2
Cc1ccc(C(C(=O)NCc2ccco2)N(C(=O)Cc2cccs2)c2cccnc2)cc1 (centres undefined),6,3.4,-10,-26,14,-28,-3,-0.1,-13,0,5
O=S(=O)(c1ccccc1)N1CCN(Cc2ccccc2)c2ccccc21,-25,6.9,21,-24,-32,-8,-1,-0.3,-21,·,7
CCOc1ccc(-c2ccc(SCC)nn2)cc1,-91,-1.0,3,64*,-72,-117,-2,-0.2,-29,-2,-22
Cc1ccc(NC(=S)c2nc3ccccc3s2)cc1,-99,-3.6,25,78*,-89,16,-2,-0.2,7,1,-19

One compound at a time, as listed above.
Record of CN(CC(=O)Nc1ccc(F)c(F)c1F)C(=O)C1(c2ccccc2)CC1 = Peg3 prom inh: 14; hiPSC survival: 1.0; Shn3 inh set2: 19; TWEAK Fn14 block: -7; HIF-2a block: 23; NR2E3 ag-1: -34; CF NFkB block: 14; aDG glyco act: 0.0; MITF TRPM1 inh: ·; NR2E3 ag-2: ·; KKLEB tox: -8
Record of COC1CCCN(C(=O)c2cccc(OC3CCN(S(=O)(=O)N(C)C)CC3)c2)C1 (centres undefined) = Peg3 prom inh: -15; hiPSC survival: -0.3; Shn3 inh set2: 5; TWEAK Fn14 block: -1; HIF-2a block: -31; NR2E3 ag-1: 3; CF NFkB block: -14; aDG glyco act: 0.2; MITF TRPM1 inh: -9; NR2E3 ag-2: 2; KKLEB tox: 3

(listing goes on)
compound,Peg3 prom inh,hiPSC survival,Shn3 inh set2,TWEAK Fn14 block,HIF-2a block,NR2E3 ag-1,CF NFkB block,aDG glyco act,MITF TRPM1 inh,NR2E3 ag-2,KKLEB tox
Cc1ccc(CCP(=O)(O)CN2CCOCC2)cn1,-26,3.7,-7,-7,-1,13,10,-0.1,5,-1,2
COc1ccc(C(=O)N(c2ccccc2)C2C=CS(=O)(=O)C2)cc1 (centres undefined),14,0.4,-6,-15,-7,18,8,-0.1,10,-1,-8
Cc1cnc(NC(=O)C2(c3ccccc3)CC2)s1,-65,1.5,-15,-14,-92,-13,-9,-0.1,-11,1,8
COc1ccc(S(=O)(=O)CCC(=O)N2CCN(c3ccc(C(C)=O)cc3)CC2)cc1,-69,-0.2,-8,-6,-46,-17,-13,0.2,2,-1,-2
Cc1ccc(F)c(S(=O)(=O)NC(=O)C2(C)CCN2C(=O)CCc2cccs2)c1 (centres undefined),-1,1.0,-2,-5,14,-19,4,-0.2,·,·,8
CC1(C)OC(=O)N(CCc2ccccc2)C1(C)O (centres undefined),10,0.4,4,4,16,2,-4,-0.1,3,-2,2
CCCCCCSC1=C(C#N)C(=O)NC2(CCCCC2)S1,-19,0.1,-8,-16,-41,-80,-1,-0.4,2,5,4
N#Cc1ccc(-c2ccc(OCC3CNC(=O)O3)cc2)cc1 (centres undefined),-72,-0.6,35,3,-189,-28,-14,1.9,-12,-4,10
CCCNC(=O)CSc1nnc(NC(=O)C2CC(=O)N(c3ccccc3OC)C2)s1 (centres undefined),-15,0.4,-20,-9,5,-12,-26,-0.2,·,·,6
CC#CC[N+](C)(C)CCCCCC,20,0.0,8,2,16,7,-11,0.2,i,5,4
COc1ccccc1N1CCN(C(CNC(=O)C2CCCCC2)c2cccnc2)CC1 (centres undefined),14,1.2,27,4,11,-16,-4,0.0,·,1,8
Cc1ccc(OC(C)C(=O)N2CCc3ccccc32)c([N+](=O)[O-])n1 (centres undefined),6,3.6,6,2,5,6,5,-0.1,·,·,-6
COc1ccc(CNC(=O)C2CCN(S(=O)(=O)c3cccc4nsnc34)CC2)cc1,-4,-0.5,3,-13,15,-17,11,0.2,-1,1,-12
COC(=O)c1ccc(CN(C)S(=O)(=O)c2ccc(C)cc2)o1,16,3.2,-10,-12,15,12,-3,-0.3,-18,0,4
CNc1nc(NCc2ccc(C)cc2C)c2sccc2n1,4,-2.0,32,3,8,50,-22,1.4,·,·,-4
CCC(=O)NC(c1ccco1)c1cc(Cl)c2cccnc2c1OC (centres undefined),9,-2.3,-29,0,10,-20,11,-0.2,-7,-1,-12
COc1ccc(NC(=O)c2cc(Br)ccc2Cl)c([N+](=O)[O-])c1,-4,-1.3,8,-9,-1,1,16,0.1,-5,1,-3
O=C(NCCN1CCOCC1)C1CCC(=O)N1C1CCCCC1 (centres undefined),9,0.0,-1,11,5,-7,5,0.0,-3,0,2
CCC(C)c1ccc(O)c(NC(=O)c2cncc(Br)c2)c1 (centres undefined),-22,0.5,12,31,-146,-41,-31,0.2,-2,1,6
O=C(N/N=C/c1ccc(OCc2cnc(Cl)s2)cc1)c1ccncc1,-99,-0.9,-38,4,-14,-27,-18,-0.4,-40,2,-1
COc1ccc(C(=O)N2CCN(Cc3cc(OC)c(O)c(OC)c3)CC2)cc1OC,1,-2.9,-12,-12,18,-10,6,1.1,-7,2,-3
O=C(c1cccc(S(=O)(=O)N2CCCC2)c1)c1cccc(S(=O)(=O)N2CCCC2)c1,39,-1.7,52,17,27,24,0,0.4,16,0,-12
CCCCN(C(=O)c1cccc(S(=O)(=O)N(CC)c2ccccc2)c1)c1c(N)n(CCCC)c(=O)[nH]c1=O,17,0.0,-1,-8,18,-5,-5,-0.3,6,·,8
O=C(NCc1ccc(F)cc1)c1cc2c(cc1Cl)N1CCCCCC1=NS2(=O)=O,0,2.9,-12,-1,19,25,-26,-0.2,-12,0,18
COc1ccc([C@H]2C[C@@H](O)[C@H](n3cc(COC(=O)c4ccccc4)nn3)CN2C(=O)C2CCCCC2)cc1,-8,-0.2,-3,-3,10,-34,-16,0.1,·,·,-8
O=C(Nc1ccc(Oc2ccccc2)cc1)c1cnc2n(c1=O)CCS2,-63,2.3,76,34,-67,20,-12,0.9,13,-2,3
CCC(C)c1ccc(NC(=O)C2=CC=CN3CCS(=O)(=O)N=C23)cc1 (centres undefined),-123,-2.8,-97,-23,-172,-24,-6,-0.4,-42,5,-10
CCOc1ccc2nc(SCC(=O)Nc3ncccn3)[nH]c2c1,12,2.6,-19,-8,5,5,17,0.1,-8,3,-12
COCCNC(=O)C1CC(c2ccc(C(F)(F)F)cc2)=NO1 (centres undefined),-16,4.2,-22,5,-1,11,-35,-0.2,6,0,-2
O=C(NNc1cccc(Cl)n1)Nc1ccc(Cl)cc1,12,3.2,-29,-5,11,-8,14,-0.1,7,4,-2
CC1C(=O)Nc2ccccc2N1C(=O)c1c(F)cccc1F (centres undefined),16,0.5,-1,-7,18,5,-2,0.0,-16,0,1
CCOc1cc(CNC(CC)CO)ccc1OCC(=O)Nc1cccc(C(F)(F)F)c1 (centres undefined),16,0.6,2,3,4,-13,-6,1.8,-13,3,6
